CF NFkB inh: blocks PAF-induced NF-kB reporter in cystic fibrosis cells; inhibition, % at 5 µM; 0.86% of 360,000 active; KKLEB NF-kB-GFP reporter, GFP fluorescence overnight; AID 588850;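 active = at least 50% inhibition at 5 µM, scaled per plate between neutral and stimulator controls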;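 note: PAF is a Pseudomonas aeruginosa culture filtrate used as stimulus; plate controls were PAF-stimulated DMSO wells for no effect and unstimulated DMSO wells for full effect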
TRPM1 prom inh: MITF TRPM1 promoter inhibition in SK-MEL-5 cells; inhibition, % at 12.5 µM; 0.83% of 330,000 active; SK-MEL-5 TRPM1 promoter luciferase, 24 h;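 active = mean inhibition across replicates of 60% or more, whatever share of single replicates reaches that level; inconclusive = some that reach 60%, reason not given; inactive = mean inhibition across replicates below 60%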; note: values of inactives mirror those of a sister screen read the other way
Peg3 promoter: reduces Peg3 promoter-driven luciferase expression in HeLa; inhibition, % at 20 µM; 1.7% of 360,000 active; HeLa PEG-Prom luciferase reporter, luminescence, overnight; AID 588405;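 active = inhibition of at least 50% at 20 µM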
HIF-2a block: HIF-2a inhibition | 786-0 RCC cells HIF-2a reporter, luciferase luminescence, overnight | inhibition, % at 18.8 µM | 0.72% of 360,000 active | AID 624352;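 active = inhibition of the luminescence signal of 40% or more relative to plate controls, in a single-dose primary screen at 18.75 µM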
Vif inh: HIV Vif inhibition; 0.35% of 340,000 active; AID 602346; inhibition, % at 7.49 µM; HEK293T cells, Vif self-association by quenched fluorescence, imaging, 24 h; in the data active = inhibition above about 50%, passing the limit was not always enough; inconclusive = no clear call, values can overlap the other calls; inactive = below about 31%; note: some results filed as inactive read as strong as hits
CaV13 ICDI inh: Disruptors of the CACNA1D IQ motif to Ca2+-dependent inactivation inhibitor domain association, primary screening, Förster resonance energy transfer in intact living …; HEK cells, CFP/YFP FRET ICDI-IQ, plate reader, 10 min; percent FRET-ratio fall versus neutral wells; inhibition, % at 12.3 µM; 0.098% of 340,000 active; AID 743397;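 active = mean replicate inhibition of at least 30% and at least 1% of replicates passing that level; inconclusive = only one of the two criteria is met; inactive = neither criterion is met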;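 note: 0% = median of the neutral control wells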
KKLEB cytotox: CF airway cell cytotoxicity counter-screen; KKLEB CF airway cells viability, ATPlite luminescence, overnight; stronger effect = lower value; cells stimulated with P. aeruginosa culture filtrate; AID 602141; 0.36% of 360,000 active; activity change (cytotoxicity), % at 5 µM;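 active = corrected activity change at or below -50% at 5 µM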
Shn3 inh set2: inhibitors of Schnurri-3 3'UTR reporter in osteoblasts; inhibition, % at 12.5 µM; 0.52% of 360,000 active; Clone20 osteoblast Shn3 3'UTR firefly luciferase, 24 h;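 active = mean inhibition of at least 75% with every replicate also reaching 75%; inconclusive = mean inhibition at least 75% but some replicate below; inactive = mean inhibition below 75%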;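 note: 0% = median of neutral control wells and 100% = pilot-screen positive control compound; some compounds past the cut are filed as inactive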
PDI inh: inhibitors of human protein disulfide isomerase; PDI insulin aggregation turbidity, A650, 90 min; inhibition, % at 10 µM; 0.052% of 350,000 active;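 active = mean inhibition across replicates of 30% or more, whatever share of single replicates reach that level; inconclusive = mean inhibition below 30% while every single replicate reaches 30%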;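 note: absorbance from insulin aggregation driven by PDI reduction with DTT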
Target sequence (P07237 whole entry, looked up): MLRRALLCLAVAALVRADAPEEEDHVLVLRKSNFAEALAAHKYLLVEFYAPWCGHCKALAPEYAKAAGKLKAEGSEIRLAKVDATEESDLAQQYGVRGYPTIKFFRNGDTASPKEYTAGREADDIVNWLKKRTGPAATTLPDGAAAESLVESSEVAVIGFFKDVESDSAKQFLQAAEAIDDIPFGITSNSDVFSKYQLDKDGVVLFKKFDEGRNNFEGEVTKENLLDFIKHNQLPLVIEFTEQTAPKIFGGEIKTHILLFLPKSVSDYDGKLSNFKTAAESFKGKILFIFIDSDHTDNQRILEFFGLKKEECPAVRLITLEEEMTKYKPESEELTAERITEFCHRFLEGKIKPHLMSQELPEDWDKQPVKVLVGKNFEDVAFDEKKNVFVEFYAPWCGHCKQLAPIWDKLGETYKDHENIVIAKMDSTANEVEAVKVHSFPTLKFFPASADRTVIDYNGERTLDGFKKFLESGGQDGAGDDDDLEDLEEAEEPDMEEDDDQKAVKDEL
NR2E3 ag-1: NR2E3 (human) agonism; Q9Y5X4; GST-NR2E3/biotin-RetCOR TR-FRET, 1536-well; inhibition of corepressor binding, % at 4.78 µM; 0.12% of 320,000 active; AID 2300;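 active = percent inhibition above the cutoff of mean plus 3 SD of all tested compounds, set per screening campaign, cut at about 20% in these data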;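 note: 0% = DMSO wells and 100% = biotin wells as full block of FRET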
Target sequence (Q9Y5X4 whole entry, looked up): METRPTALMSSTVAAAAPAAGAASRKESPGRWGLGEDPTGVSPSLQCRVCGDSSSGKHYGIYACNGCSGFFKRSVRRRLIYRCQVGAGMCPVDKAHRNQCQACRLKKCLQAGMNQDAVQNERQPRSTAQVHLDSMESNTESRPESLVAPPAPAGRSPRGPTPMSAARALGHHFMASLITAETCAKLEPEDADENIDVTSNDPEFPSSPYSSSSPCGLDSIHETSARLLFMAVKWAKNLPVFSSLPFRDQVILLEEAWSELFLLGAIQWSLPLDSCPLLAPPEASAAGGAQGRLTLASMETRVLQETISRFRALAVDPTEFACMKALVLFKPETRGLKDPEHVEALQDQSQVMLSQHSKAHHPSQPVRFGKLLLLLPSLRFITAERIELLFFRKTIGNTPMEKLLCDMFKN
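System: GST-NR2E3 and biotin-RetCOR proteins; probe or stimulus: 7 nM biotin-RetCOR; doses: compound at 4.8 µM, single dose; schedule: Compound–protein incubation for 5 h at 4 °C; detection: time-resolved FRET; read-out: percent inhibition; controls: biotin wells as high control, 0.6% DMSO wells as low control; format: 1536-well plates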
NR2E3 ag-2: human photoreceptor-specific nuclear receptor agonism. Q9Y5X4. CHO-S Gal4-NCOR/VP16-NR2E3 two-hybrid, luciferase. inhibition of corepressor binding, % at 3.98 µM. 0.35% of 360,000 active. AID 602229;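 active = inhibition above the mean of all tested compounds plus 3 SD, cut at about 70% in these data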;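 note: 0% = DMSO with NR2E3 transfected cells and 100% = cells lacking NR2E3 construct; higher means lower luciferase signal from less NR2E3 corepressor binding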
Active calls of the source: *; u = inconclusive; x = not tested or not shown.

Results follow in this order: CF NFkB inh, TRPM1 prom inh, Peg3 promoter, HIF-2a block, Vif inh, CaV13 ICDI inh, KKLEB cytotox, Shn3 inh set2, PDI inh, NR2E3 ag-1, NR2E3 ag-2
Cc1cc(NCc2ccccn2)nc2ccccc12
    -13.5, -1.6, -82.3, -135.4, 7.0, -8.7, -14.3, -6.0, 2.5, 2.1, 11.8
C=CCOC(=O)C(C#N)c1nc2ccccc2nc1N1CCN(c2ccccc2OCC)CC1 (stereo not drawn)
    14.6, 9.6, 18.7, 11.7, -3.4, -6.2, -4.3, 14.9, -0.2, -1.9, 11.5
CN1C(N)=NC(=O)/C1=C/c1ccc(F)cc1
    12.5, x, 1.0, 17.5, 1.2, -5.1, -5.3, 6.9, 8.6, -1.5, -14.3
CCN(C(=O)COC(=O)c1cc([N+](=O)[O-])ccc1N1CCOCC1)C1CCS(=O)(=O)C1 (stereo not drawn)
    9.9, 6.5, 11.7, 3.2, 3.4, -5.9, 1.4, -19.9, -7.8, 1.2, -36.5
CC(C)(CNC(=O)c1ccc(S(=O)(=O)N2CCCC2)cc1)N1CCOCC1
    2.1, -1.6, 5.3, 4.8, -0.6, -2.6, 0.5, -18.9, 3.2, 1.0, 12.8
COc1ccc(C2C3=C(Nc4ncnn42)c2ccccc2CCC3)cc1 (stereo not drawn)
    0.0, -6.8, 18.9, 11.1, 10.6, -5.1, -7.0, 7.3, -2.1, 4.2, -7.4
Cc1ccc(S(=O)(=O)Nc2ccc3c(c2)nc(C)n3C)cc1
    17.8, -3.7, 13.0, 1.0, -3.1, -6.6, -1.4, 22.3, 7.3, 2.3, 5.1
O=C(NN1C(=O)NC2(CCCCC2)C1=O)c1ccc(-c2ccccc2Cl)o1
    -18.3, 11.7, -3.7, -20.4, -0.7, -2.7, 6.8, 21.4, -0.4, 0.7, -16.6
O=C(/C=C/c1cccc(O)c1)c1cccnc1
    -6.5, 0.5, 2.1, -8.8, 2.7, -4.6, 0.1, -12.4, 2.0, 2.5, -14.3
CC(=O)C(=Cc1ccc(Cl)cc1)C(=O)c1ccccc1
    47.8, x, 98.8*, 90.5*, 8.8, -6.8, -23.3, 71.7, x, x, 8.8
O=C(NCCc1ccccc1)c1cccc(Br)c1
    4.5, -53.5, -289.3, -224.6, -0.9, -1.4, 0.4, -122.6, -13.9, 4.1, -72.1
CCN1CCCC1CN(Cc1cc2cc(OC)ccc2[nH]c1=O)C(=O)NCc1ccccc1 (stereo not drawn)
    -0.5, -16.4, -6.4, -0.9, -19.5, -6.3, -13.1, 0.5, 1.3, 2.5, -1.6
O=C(Nc1cccc(Cl)c1)Nc1csc([N+](=O)[O-])c1
    54.1*, -5.6, -67.2, -173.4, x, -5.3, -48.5, 29.6, 7.8, 1.4, -1.7
CCCCCn1c(=O)[nH]c2cc(C(=O)NCCN3C(C)CCCC3C)ccc2c1=O (stereo not drawn)
    -5.5, -22.2, 18.5, 13.7, 13.0, -2.8, -5.0, -12.5, -12.4, 0.1, 5.7
Cc1ccccc1-n1c(=O)c2c(n3cnnc13)-c1ccccc1CC21CCCCC1
    8.2, -2.1, 32.2, 29.0, 9.4, x, -6.3, -0.4, -12.2, 2.5, 12.3
CC(C)NC(=O)N(Cc1ccccc1)Cc1cccs1
    -9.9, 4.6, 4.7, 15.7, 2.2, -4.4, 4.9, -6.4, -4.7, 1.6, 25.8
O=C(c1cccc(F)c1)N1CCCC(C(=O)N2CCCCC2)C1 (stereo not drawn)
    1.7, 4.6, 8.9, 8.6, 6.2, -5.6, 15.6, -0.2, 4.5, -0.8, -25.6
CC(=O)c1ccc(N2CCN(C(=O)c3cccs3)CC2)c(F)c1
    8.5, -20.4, -65.0, -103.4, 23.6, -0.8, -2.3, 2.2, 10.1, 2.4, -72.8
Cc1cccc(N2CCN(C(=O)CCCn3c(=S)[nH]c4cc5c(cc4c3=O)OCO5)CC2)c1C
    14.1, -5.4, 8.9, 4.3, -37.2, -5.2, -3.4, 25.0, 3.9, -0.1, 3.1
N#Cc1ccccc1S(=O)(=O)N1CCN(CC(=O)NC(=O)NC2CCCCC2)CC1
    1.1, 5.0, 8.4, 16.9, 9.0, -1.6, 12.2, 2.2, -5.2, 2.3, 18.3
Cc1nn(C(C)(C)C)c(OC(=O)c2cccs2)c1Sc1ccccc1
    34.3, 10.4, 4.3, 1.5, 11.5, -4.4, 0.4, -5.2, -0.2, 1.3, 2.5
Cc1ccnc(NC(=O)c2cc3ccccc3o2)c1
    0.3, 40.2, 51.1*, 35.4, -2.3, -10.6, -41.3, 57.2, -8.2, 0.0, -155.2
CC(C)C[C@H](NC(=O)Nc1cccc(Br)c1)C(=O)O
    6.0, 6.6, 19.1, 12.7, 22.2, -3.6, -0.3, -30.8, -9.8, -0.6, 10.6
C=CC[C@@H](CC(=O)N[C@@H](CO)Cc1ccccc1)C(=O)NC[C@H](OC(=O)[C@@H](CC=C)Cc1ccc(F)cc1)c1ccccc1
    18.1, 41.7, 22.3, 8.9, -5.5, -5.4, -22.4, 20.0, 0.0, x, 12.9
CS(=O)(=O)c1nc(-c2ccccc2)cc(C(F)(F)F)n1
    94.9*, 94.6*, 104.0*, 93.8*, u, -7.7, -72.9*, 95.1*, -8.6, 7.3, -6.9
COc1ccc(C2CC(=O)N3C(=C2C#N)SCC3(O)c2ccccc2)cc1 (stereo not drawn)
    -38.6, 6.0, -24.4, -10.2, u, x, 23.7, 8.5, 0.1, 2.5, -0.3
CC1=NN(C(=O)Cc2ccc([N+](=O)[O-])cc2)C(O)(c2cccnc2)C1 (stereo not drawn)
    11.2, 5.3, 5.5, 8.3, -9.0, -3.3, 5.3, -26.8, 1.1, -2.8, -19.8
COCC(C)NC(=O)CSc1nc2cc(S(=O)(=O)N3CCCCC3)ccc2o1 (stereo not drawn)
    -2.2, x, 1.8, 9.9, 6.0, -3.6, 8.7, 2.3, -2.4, -2.6, -10.3
C[C@@H]1CN([C@H](C)CO)C(=O)CCCn2cc(nn2)CO[C@H]1CN(C)C(=O)c1ccccc1
    -18.8, x, 3.3, 4.0, 69.7*, -7.4, 15.2, -7.3, x, x, 4.1
CCN(CC)S(=O)(=O)c1ccc(N2CCOCC2)c(NC(=O)c2cc([N+](=O)[O-])ccc2Cl)c1
    -8.3, -2.5, -4.5, 4.2, -5.4, -6.3, 10.7, 8.9, -0.6, 2.5, 7.3

Rewritten with each value named: part of the list above
C=CCOC(=O)C(C#N)c1nc2ccccc2nc1N1CCN(c2ccccc2OCC)CC1 (stereo not drawn)
  CF NFkB inh = 14.6	TRPM1 prom inh = 9.6	Peg3 promoter = 18.7	HIF-2a block = 11.7	Vif inh = -3.4	CaV13 ICDI inh = -6.2	KKLEB cytotox = -4.3	Shn3 inh set2 = 14.9	PDI inh = -0.2	NR2E3 ag-1 = -1.9	NR2E3 ag-2 = 11.5

O=C(Nc1cccc(Cl)c1)Nc1csc([N+](=O)[O-])c1
  CF NFkB inh = 54.1*	TRPM1 prom inh = -5.6	Peg3 promoter = -67.2	HIF-2a block = -173.4	Vif inh = x	CaV13 ICDI inh = -5.3	KKLEB cytotox = -48.5	Shn3 inh set2 = 29.6	PDI inh = 7.8	NR2E3 ag-1 = 1.4	NR2E3 ag-2 = -1.7

(listing goes on)
SMILES | CF NFkB inh | TRPM1 prom inh | Peg3 promoter | HIF-2a block | Vif inh | CaV13 ICDI inh | KKLEB cytotox | Shn3 inh set2 | PDI inh | NR2E3 ag-1 | NR2E3 ag-2
CCOC(=O)c1ccc(CNC(=O)c2cc(C(C)(C)C)oc2C)o1 | 8.2 | 5.5 | 24.3 | 12.3 | -2.3 | -4.1 | -19.7 | 37.6 | 7.2 | 2.7 | 30.0
Cc1cc(C)n(CCCNC(=O)COc2ccc([N+](=O)[O-])cc2)n1 | -1.2 | -0.2 | 4.0 | 16.9 | -4.1 | -5.7 | 15.6 | 15.0 | 4.9 | x | 19.1
O=C(CSc1nnc(-c2ccncc2)s1)Nc1ccc(Cl)c(C(=O)O)c1 | 11.9 | 5.3 | 8.1 | 14.6 | 54.1* | -2.8 | 5.4 | 5.2 | 16.2 | 6.0 | -22.5
COCC(=O)Nc1nnc(COc2ccccc2)s1 | 0.2 | -7.8 | -23.3 | -11.4 | 22.9 | -5.0 | 5.8 | -6.4 | 1.9 | -1.6 | -27.2
CCOC(=O)c1sc(NS(=O)(=O)c2ccccc2Cl)nc1C | 9.6 | -1.6 | 7.8 | 12.7 | 0.3 | -5.6 | -25.0 | -4.0 | 9.3 | 1.8 | 3.5
Cc1ccn(CCC(=O)O)n1 | -18.3 | 7.0 | 7.5 | 5.4 | -4.6 | -5.2 | 19.5 | -5.5 | 2.3 | 2.5 | -33.0
CCNC(=O)CSc1nnc(CN2CCCCCC2=O)n1-c1ccccn1 | 13.5 | -17.9 | -0.9 | 14.0 | 17.6 | -2.1 | 0.6 | -8.4 | -3.9 | 1.6 | -7.3
O=C(CN1C2=NCCN2c2ccccc21)c1ccco1 | -17.0 | -3.3 | -1.1 | -0.3 | 7.5 | -2.5 | -4.5 | 11.4 | -1.7 | -0.1 | -16.5
CC(C)CC1C(=O)N(Cc2cn(Cc3ccco3)nn2)CCS(=O)(=O)N1Cc1ccc(-c2cccc(N(C)C)c2)cc1 (stereo not drawn) | 34.2 | x | 12.2 | 4.9 | -4.1 | -10.4 | -4.3 | -7.5 | 11.6 | x | -17.1
O=C(O)C1CCN(C(=O)c2csc(-c3ccc4c(c3)CCO4)n2)CC1 | 0.5 | 1.7 | 4.3 | 17.6 | -9.6 | -4.5 | -3.8 | -8.6 | 5.3 | 0.7 | 8.7
